# Screening results from PubChem.
# CCT chaperon mod: High-Throughput Screening for Modulators of Cytosolic Chaperonin Activity | purified chaperonin ATPase assay, HTRF ADP detection, 30 min | activity change, % (concentration not given with the values), hits read low | actives 0.3% (n = 360,000) | AID 651819, 2012; in the data active = activity change below about -30%; note: % is set by controls: 0 for no effect and ±100 for the full control effect
#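 Nucleotide hydrolysis assay: TRiC at 20–40 nM final (set by batch activity) with 10 uM ATP, 30 min at 37 °C, in presence of 76 uM compound. Detection by competitive ADP HTRF, 30 min ambient.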
# PI5P4K alpha inh: qHTS for Inhibitors of phosphatidylinositol 5-phosphate 4-kinase (PI5P4K); Phosphatidylinositol 5-phosphate 4-kinase type-2 alpha (Homo sapiens), P48426; PI5P4Kalpha enzyme, ADP-Glo luminescence, 60 min; stronger effect = lower value; max response, %; actives 1.2% (n = 330,000); active = max response of -50% or lower; inconclusive = between -30% and -50%; inactive = -30% or higher; note: value at the top dose of about 77 µM; % is set by controls: 0 for no effect and ±100 for the full control effect
#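 Enzyme plus substrate dispensed, test compounds pinned in, then ATP (5 microM final) added. After 60 min at RT, ADP-Glo reagent 1 for 45 min and reagent 2 for 30 min preceded luminescence imaging.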
# WRN inhibitor: qHTS for Inhibitors of WRN Helicase; AID 651768, 2012; Potency, µM (titrated, usually from 114 µM), for inactives: top-dose activity change, negative = inhibition, hits mostly inhibitors; actives 0.46% (n = 360,000); Bifunctional 3'-5' exonuclease/ATP-dependent helicase WRN (Homo sapiens), Q14191; WRN helicase unwinding, fluorescent forked duplex, kinetic; note: potency is the fitted concentration of half-maximal effect; % is set by controls: 0 for no effect and ±100 for the full control effect; nearly all actives have a fitted effect of over 55% in size
#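 Primary qHTS, 1536-well format. 20 nM WRN + compound, 15 min RT; start with 100 nM forked fluorophore/quencher duplex, 2 mM ATP (final); kinetic read ex 525/em 598 nm.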
# EPAC1 antagonist: qHTS for Antagonist of cAMP-regulated guanine nucleotide exchange factor 3 (EPAC1): primary screen; Rap guanine nucleotide exchange factor 3 (Homo sapiens), O95398; Potency, µM (titrated, usually from 115 µM), inactives show at the highest dose activity change, negative = inhibition, usual class: inhibitors; actives 0.14% (n = 360,000); AID 720709, 2013; EPAC1 GEF assay, Rap1b-BODIPY-GDP exchange fluorescence;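 note: potency is the fitted concentration of half-maximal effect; plate controls were vehicle for no effect and positive control for full effect; nearly all actives have a fitted effect of over 50% in size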
# PLK1 PBD inh: qHTS for Inhibitors of PLK1-PDB (polo-like kinase 1 - polo-box domain): Primary Screen | Serine/threonine-protein kinase PLK1 (Homo sapiens), P53350 | Potency, µM, for inactives: max response, negative = inhibition, most hits filed as inhibitors | Plk1 PBD binding of FITC phosphopeptide, fluorescence polarization | actives 2.8% (n = 360,000); note: potency is the fitted concentration of half-maximal effect; series mostly up to about 57 µM; % is set by controls: 0 for no effect and ±100 for the full control effect; nearly all actives have a fitted effect of over 65% in size
# MmCpn inh: Inhibitors of TCP-1 ring complex (TRiC) of Methanococcus maripaludis (MmCpn): qHTS. Chaperonin Mm-Cpn (Methanococcus maripaludis). purified Mm-Cpn ATPase, ADP Transcreener TR-FRET. Potency, µM (series often up to 76.9 µM), for inactives: top-dose activity, negative = inhibition, usual class: inhibitors. actives 0.031% (n = 330,000); note: potency is the fitted concentration of half-maximal effect; % is set by controls: 0 for no effect and ±100 for the full control effect; nearly all actives have a fitted effect of over 80% in size
#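 TR-FRET (320 nm excitation; 590 and 665 nm emission) reports ADP made from 10 uM ATP by 25 nM enzyme; compounds were preincubated 10 min, reaction run 30 min, both at 37°C.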
# EPAC1 ag: qHTS for Agonist of cAMP-regulated guanine nucleotide exchange factor 3 (EPAC1): primary screen; AID 720707, 2013; Potency, µM (top dose mostly 154 µM), for the others: at the highest dose activation, hits mostly activators; EPAC1 agonist qHTS, biochemical assay; response scale: 100% = response to 6.5 mM cAMP; actives 0.073% (n = 360,000); Rap guanine nucleotide exchange factor 3 (Homo sapiens), O95398; note: potency is the fitted concentration of half-maximal effect; nearly all actives have a fitted effect of over 60% in size
#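 Nucleotide exchange by EPAC1 (100 nM) on Rap1B–BODIPY-GDP (250 nM) in the presence of 50 uM GDP is tracked fluorescently at 480/540 nm over 30 min. Signals are normalized to a 6.5 mM cAMP control.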
# EPAC2 antagonist: qHTS for Antagonist of cAMP-regulated guanine nucleotide exchange factor 2 (EPAC2): primary screen | EPAC2 GEF exchange of Rap1B-BODIPY-GDP, fluorescence | actives 0.18% (n = 360,000) | Potency, µM (series often up to 114 µM), for inactives: at the top dose activity, negative = inhibition, most hits filed as inhibitors | Rap guanine nucleotide exchange factor 4 (Homo sapiens), Q8WZA2; note: potency is the fitted concentration of half-maximal effect; % is set by controls: 0 for no effect and ±100 for the full control effect; nearly all actives have a fitted effect of over 45% in size; many of its hits are not listed in these tables
# Target sequence (Q8WZA2 whole entry, looked up): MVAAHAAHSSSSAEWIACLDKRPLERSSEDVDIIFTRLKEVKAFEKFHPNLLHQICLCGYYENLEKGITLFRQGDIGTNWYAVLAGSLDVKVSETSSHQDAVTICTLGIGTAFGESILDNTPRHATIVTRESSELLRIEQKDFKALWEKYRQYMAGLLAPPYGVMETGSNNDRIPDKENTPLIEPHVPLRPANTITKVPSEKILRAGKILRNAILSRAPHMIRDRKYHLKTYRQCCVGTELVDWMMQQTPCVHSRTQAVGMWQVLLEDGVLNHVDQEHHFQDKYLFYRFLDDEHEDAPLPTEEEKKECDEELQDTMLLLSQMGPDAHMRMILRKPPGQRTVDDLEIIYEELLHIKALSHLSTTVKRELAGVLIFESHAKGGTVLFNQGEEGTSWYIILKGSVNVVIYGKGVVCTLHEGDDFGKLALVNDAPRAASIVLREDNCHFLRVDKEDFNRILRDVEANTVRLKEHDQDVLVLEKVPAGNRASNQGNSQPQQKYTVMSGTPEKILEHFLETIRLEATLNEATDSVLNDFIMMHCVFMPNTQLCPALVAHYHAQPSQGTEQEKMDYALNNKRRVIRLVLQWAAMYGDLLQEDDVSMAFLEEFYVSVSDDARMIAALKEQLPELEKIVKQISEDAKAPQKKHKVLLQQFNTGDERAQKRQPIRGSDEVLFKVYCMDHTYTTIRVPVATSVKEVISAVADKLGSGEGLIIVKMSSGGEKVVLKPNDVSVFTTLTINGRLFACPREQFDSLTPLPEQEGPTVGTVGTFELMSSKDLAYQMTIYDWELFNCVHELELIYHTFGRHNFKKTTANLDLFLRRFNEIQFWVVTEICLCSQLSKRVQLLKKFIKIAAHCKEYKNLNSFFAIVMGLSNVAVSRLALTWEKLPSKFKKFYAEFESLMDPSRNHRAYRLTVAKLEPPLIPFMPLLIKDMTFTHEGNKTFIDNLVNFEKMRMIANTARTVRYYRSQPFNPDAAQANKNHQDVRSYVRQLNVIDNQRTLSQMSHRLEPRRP
# The depositor's hits bear a star; ? = inconclusive; nt = no result given; [ ] = remark or other dose. Unless noted, calls come from the whole dose curve; as a rule, active = well fitted curve in the direction sought with a large enough effect; inconclusive = small, poorly fitted or top-dose-only effect, or another doubt; inactive = no such curve, though single readings can be large; an effect the other way counts as inactive or inconclusive.
# Each structure is followed by: WRN inhibitor	MmCpn inh	PI5P4K alpha inh	EPAC1 antagonist	EPAC2 antagonist	EPAC1 ag	CCT chaperon mod	PLK1 PBD inh
> COc1ccc(/C=C2\C(=O)OCc3cc(OC)c(OC)cc32)cc1OC
 : -17%	-4%	12	-8%	-9%	-3%	1.2	-12%
> CC1CCCCC1NC(=O)CSc1nncs1 (stereo not given)
 : -4%	2%	0	1%	4%	-8%	0.7	-3%
> c1ccc(CCN2CN=C(Nc3nc4ccccc4s3)NC2)cc1
 : 2%	-11%	10	-14%	0%	-10%	-1.4	5%
> Cc1nnc2ccc(-c3ccc(NS(C)(=O)=O)cc3)nn12
 : -2%	-1%	-5	27%	11%	12%	-2.0	-1%
> CC(=O)C(Cc1ccccc1)NC(=O)COC(=O)c1ccc(-n2cnnn2)cc1 (stereo not given)
 : -17%	0%	-17	-4%	0%	4%	-2.3	4%
> O=S(=O)(NCc1ccco1)N1CCOCC1
 : -12%	0%	6	8%	12%	-8%	1.8	-2%
> COc1cccc(NC(=O)N2CCC(N3CCCCC3)CC2)c1
 : 2%	1%	1	13%	21%	3%	-0.9	-3%
> Cc1ccc(C(C(=O)NC2CCCC2)N(Cc2ccco2)C(=O)CCC(=O)Nc2cc(C)on2)cc1 (stereo not given)
 : 3%	-2%	6	-7%	-6%	15%	-2.9	-10%
> COc1ccc(Br)cc1CNc1ccc(N2CCOCC2)cc1
 : -1%	-1%	1	-6%	-7%	8%	-0.1	-14%
> N#Cc1ccccc1N1CCN(C(=O)c2ccc(NC(=O)c3ccc(Br)o3)cc2)CC1
 : -26%	-3%	?	?	6%	4%	0.7	-17%
> COc1ccc(NC(C)=O)cc1C#N
 : 7%	2%	3	4%	0%	-9%	-3.2	-6%
> Cc1c(C(=O)OCCN2CCCCC2)oc2ccccc12
 : 4%	-1%	nt	-2%	0%	5%	-2.4	-5%
> O=[N+]([O-])c1ccc2nc(SCc3cn4cccnc4n3)[nH]c2c1
 : 2%	3%	1	-11%	-3%	-2%	1.3	-5%
> CCOc1ccc(NC(=O)c2cccc3c2C(=O)N(Cc2cccnc2)C3)cc1
 : -6%	-3%	-2	6%	12%	-1%	-2.9	-2%
> CC(=O)Nc1ccc(S(=O)(=O)Nc2ccc(-c3ccc4nnc(C)n4n3)cc2)cc1
 : -24%[57.1 µM]	0%	-1	-2%	1%	4%	-2.4	0%
> CCOC(=O)c1c(C)n(CC)c2c1cc(O)c1ccccc12
 : 0%	?	5	-10%	16%	-7%	-3.7	2%
> Cc1cc(C)c(NC2=NCC(=O)N2C2CCCCC2)c(C)c1
 : 7%	-2%	2	0%	-3%	2%	-2.9	-5%
> CC(C)C1N(C(=O)CN2CCCCC2)CCN1S(=O)(=O)c1ccccc1 (stereo not given)
 : -1%	2%	4	-5%	0%	4%	-0.9	-1%
> CC12CCC(=O)C=C1CCC1C2CCC2(C)C1CC1C3C(=O)N(Cc4ccccc4)C(=O)C3CC(=O)C12 (stereo not given)
 : -2%	nt	3	-18%	-10%	4%	1.0	-4%
> CNC(=O)Nc1cccc(-c2ccnc(C)n2)c1
 : 8%	1%	-3	13%	16%	-3%	0.6	5%
> O=C(Nc1ccccn1)c1cccc(S(=O)(=O)N2CCc3ccccc3C2)c1
 : -19%	2%	7	-3%	-11%	?	-2.7	-8%
> O=C(CCNC(=O)Cn1ccc2ccccc2c1=O)NCCc1ccc(Cl)cc1
 : 10%	-1%	0	14%	11%	-5%	-1.7	0%
> CC1(C(=O)NS(=O)(=O)c2ccccc2Cl)CCN1C(=O)C/C=C/c1ccccc1 (stereo not given)
 : -2%	nt	-1	-20%	1%	17%	-3.0	-19%
> CCn1c2ccccc2c2cc(NC(=O)c3ccccc3-c3ccccc3C(=O)O)ccc21
 : -13%	3%	-6	-20%	-21%	5%	1.5	?
> CC(C)(CO)NCc1ccc(Br)cc1
 : ?	-1%	?	3%	11%	13%	-3.7	19µM*
> CCC(C(=O)NC(CC(=O)O)c1ccc(Cl)cc1)c1ccccc1 (stereo not given)
 : 1%	2%	0	2%	0%	13%	-1.6	-7%
> Cc1cc(C(=O)OC(C)C(=O)Nc2nc(-c3ccccc3)cs2)c(C)o1 (stereo not given)
 : -6%	1%	nt	-19%	-20%	21%	-0.6	-3%
> COc1ccc(C)cc1N(CC(=O)NC1CCCC1)C(=O)CCC(=O)Nc1nc(C)cs1
 : -6%	0%	-8	-7%	-5%	-7%	1.0	-8%
> COc1ccc(C(c2nnnn2C2CCCCC2)N2CCN(C/C=C/c3ccccc3)CC2)cc1 (stereo not given)
 : -4%	nt	-2	9%	2%	10%	-0.2	-8%
> CC(=O)c1cccc(NC(=O)C(C)OC(=O)C2=NNC(=O)CC2)c1 (stereo not given)
 : -21%	0%	4	-8%	19%	-13%	2.1	-16%
> COc1ccc2c(c1)CCc1cn[nH]c1-2
 : 1%	4%	1	23%	-4%	-6%	0.7	27µM*
> Cc1ccc(S(=O)(=O)Cn2nnnc2C(C(C)C)N2CCC(O)CC2)cc1 (stereo not given)
 : 4%[57.1 µM]	1%	1	-3%	6%	8%	-2.7	0%
> CC(=O)O[C@H]1C(=O)[C@@]2(C)[C@H]([C@H](OC(=O)c3ccccc3)[C@]3(O)C[C@H](OC(=O)[C@H](O)C(NC(=O)c4ccccc4)c4ccccc4)C(C)=C1C3(C)C)[C@]1(OC(C)=O)CO[C@@H]1C[C@@H]2O (stereo not given in full)
 : -3%	3%	-1	-4%	8%	-14%	-2.0	0%
> COc1cc2c(cc1NC(=O)COC(=O)C1CC(=O)N(Cc3ccco3)C1)oc1ccccc12 (stereo not given)
 : -9%	-5%	-7	4%	4%	-3%	0.5	-1%
> CCCC1(C(=O)OCC)NC(c2ccc(N(C)C)cc2)C2C(=O)N(c3ccccc3)C(=O)C21 (stereo not given)
 : 0%	1%	8	3%	9%	6%	2.3	0%
> COc1ccc2oc(=N)c(C(=O)Nc3ccc(C)cc3)cc2c1
 : -6%	-6%	9	-24%	3%	2%	-3.7	-5%
> Cc1ccc(CN2CCc3c(OCc4ccc(F)cc4)cccc3C2=O)cc1
 : -36%[57.1 µM]	-2%	17	-22%	-10%	19%	-0.5	-11%
> O=C(CSc1ccccc1Cl)c1ccco1
 : -34%	-2%	4	5%	-5%	-7%	0.3	21µM*
> Fc1cccc(Oc2nc3ccccc3n3cccc23)c1
 : -4%	-7%	-6	-3%	3%	7%	-2.0	-4%
> CC1c2cc3c(cc2CCN1C(=O)c1ccc(Cl)cc1)OCCCO3 (stereo not given)
 : 3%	2%	3	-3%	-4%	5%	-0.1	-18%
> CCOC(=O)CSc1nc(N)nc(C)c1Br
 : -9%	0%	-7	-6%	10%	-4%	-1.8	-21%
> Cc1onc(-c2ccccc2Cl)c1C(=O)N1CC(C)OC(C)C1 (stereo not given)
 : -2%	1%	nt	-1%	2%	-3%	-0.9	30µM*
> Cc1ccc(C)c(C(=O)CCC(=O)NNC(=O)Cn2nc(C)cc2C)c1
 : -6%	-2%	0	-9%	-4%	16%	-0.5	-9%
> CC(=O)OC1=Cc2c(ccc3ccc(=O)oc23)OC1(C)C
 : -1%	-3%	-1	6%	8%	-2%	-0.4	-4%
> CCOc1ccc(C2=Nn3cnnc3SC2)cc1
 : 2%	-2%	nt	0%	-11%	9%	3.1	-10%
> CNC(=O)COC(=O)c1[nH]c(C)c(C(C)=O)c1C
 : 14%	0%	nt	-9%	-4%	16%	-1.9	-6%
> COc1ccccc1CNS(=O)(=O)c1ccc(-c2cc(C)no2)cc1
 : -6%	-4%	1	-9%	-12%	0%	-0.4	6%
> CC(=O)O[C@H](CC(=O)O)C[N+](C)(C)C
 : -1%	1%	-2	2%	0%	2%	-1.8	-5%
> COCCCNC(=S)NC1CCCCC1
 : 2%	2%	4	4%	27%	-5%	2.3	-9%
> COc1ccc(C(C)=O)cc1CSCc1cc(C(C)=O)ccc1OC
 : -1%	0%	17	0%	2%	8%	-2.2	0%

# Another view of some results above:
canonical_smiles	WRN inhibitor	MmCpn inh	PI5P4K alpha inh	EPAC1 antagonist	EPAC2 antagonist	EPAC1 ag	CCT chaperon mod	PLK1 PBD inh
CC1(C(=O)NS(=O)(=O)c2ccccc2Cl)CCN1C(=O)C/C=C/c1ccccc1 (stereo not given)	-2%	nt	-1	-20%	1%	17%	-3.0	-19%
CCn1c2ccccc2c2cc(NC(=O)c3ccccc3-c3ccccc3C(=O)O)ccc21	-13%	3%	-6	-20%	-21%	5%	1.5	?

# The listing continues:
# Each structure is followed by: WRN inhibitor	MmCpn inh	PI5P4K alpha inh	EPAC1 antagonist	EPAC2 antagonist	EPAC1 ag	CCT chaperon mod	PLK1 PBD inh
> CC(OC(=O)CCc1nc(=O)c2ccccc2n1C)C(=O)NCc1ccc2c(c1)OCO2 (stereo not given)
 : -15%	0%	10	-13%	10%	-8%	1.0	-10%
> O=C(NC1CCCc2ccccc21)c1cccc(Br)c1 (stereo not given)
 : -6%	1%	4	0%	33%[activator]	-4%	1.5	-1%
> CCOC(=O)C1CCCN(S(=O)(=O)c2ccc3c(c2)NC(=O)CO3)C1 (stereo not given)
 : 0%	2%	0	-8%	0%	-4%	-14	0%
> Cc1ccc(NC(=O)CNc2ccc(Cl)c(Cl)c2)cc1S(=O)(=O)N(C)C
 : -14%	-1%	-1	-11%	2%	2%	1.1	9%
> O=C1C2ON(c3ccccc3)C(c3cccnc3)C2C(=O)N1c1ccccc1 (stereo not given)
 : -4%	0%	-3	-1%	-2%	-6%	-2.2	-2%
> CC(NC(=O)c1ccccc1)C(=O)OCn1nnc2ccccc2c1=O (stereo not given)
 : -1%	0%	4	-12%	-8%	1%	-0.4	-11%
> CCN(CC(=O)Nc1c(F)cccc1F)C(=O)c1ccc(S(=O)(=O)NCc2ccco2)cc1
 : 9%	-1%	-5	12%	17%	-8%	1.6	-6%
> CC(=O)c1c(C)[nH]c(C(=O)NCc2ccccc2Cl)c1C
 : -11%	0%	-1	-26%	-1%[57.1 µM]	-1%	-0.2	-1%

# These rows are one share of the data; the hit share may differ from the screen's.
